# MEKK2wt PB1 HTS: raises or lowers MEK5 binding to wildtype human MEKK2 PB1 domain; AID 1531; Q9Y2U5; bead flow cytometry, Alexa488-MEK5 binding to MEKK2 WT; actives lie on both sides; 290,000 tested, 1.1% active; binding response (% of control), % at 10 µM; in the data active = binding response below about 67% or above about 130%
# CRFR2-BP antag: CRF-BP/CRF-R2 complex antagonism. HEK293 CRF-R2/CRF-BP, CRF-induced calcium fluorescence. inhibition, % at 11.8 µM. 350,000 tested, 0.59% active;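 active = inhibition of the ligand-induced calcium signal above about 50% at the single tested concentration, limit read from the data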
# MEKK3 PB1 HTS: raises or lowers MEK5 binding to the human MEKK3 PB1 domain; Q99759; bead-based flow cytometry, Alexa488-MEK5 binding to MEKK3; actives lie on both sides; 0 = blocked by unlabeled MEK5, 100 = vehicle; binding response (% of control), % at 10 µM; 290,000 tested, 1.4% active;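 active = binding response more than 3 SD above or below the average of its plate-row segment, actives on both sides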;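 also: Alexa488 bead fluorescence after subtracting the streptavidin-only scavenger bead signal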
# Target sequence (Q99759 whole entry, looked up, the tested form may be a part): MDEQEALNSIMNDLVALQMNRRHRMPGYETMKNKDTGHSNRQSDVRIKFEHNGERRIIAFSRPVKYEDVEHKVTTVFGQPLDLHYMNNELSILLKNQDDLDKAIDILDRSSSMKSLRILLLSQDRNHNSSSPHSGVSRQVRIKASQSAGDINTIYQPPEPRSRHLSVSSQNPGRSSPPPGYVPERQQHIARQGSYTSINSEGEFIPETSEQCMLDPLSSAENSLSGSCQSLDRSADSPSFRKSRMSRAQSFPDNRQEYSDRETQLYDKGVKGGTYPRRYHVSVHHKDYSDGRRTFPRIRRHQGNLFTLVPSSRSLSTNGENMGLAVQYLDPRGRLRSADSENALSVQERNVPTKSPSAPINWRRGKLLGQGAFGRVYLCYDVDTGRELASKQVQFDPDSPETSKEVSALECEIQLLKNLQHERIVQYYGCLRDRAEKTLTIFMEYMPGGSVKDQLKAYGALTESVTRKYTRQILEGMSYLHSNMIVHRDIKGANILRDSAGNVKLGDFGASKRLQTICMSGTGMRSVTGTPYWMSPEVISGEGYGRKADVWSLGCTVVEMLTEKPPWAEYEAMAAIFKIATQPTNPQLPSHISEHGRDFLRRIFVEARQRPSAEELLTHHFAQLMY
# DNA FID counter: fluorescent intercalator displacement, NS3 helicase counter-screen. 290,000 tested, 0.17% active. DNA fluorescent intercalator displacement, fluorescence. inhibition, % at 7.9 µM; in the data active = inhibition above about 37%;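 also: 0% = vehicle and 100% = reference compound; higher means more ethidium bromide displaced from hairpin DNA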
# UBC9 SUMO inh: blocks human SUMOylation mediated by UBC9. 290,000 tested, 0.36% active. P63279. HTRF SUMOylation assay, SAE1/SAE2 + UBC9, in vitro. inhibition, % at 35 µM. AID 2006; in the data active = inhibition above about 50%, passing the limit was not always enough; also: strong numbers were not always called active
# Target sequence (P63279 whole entry, looked up): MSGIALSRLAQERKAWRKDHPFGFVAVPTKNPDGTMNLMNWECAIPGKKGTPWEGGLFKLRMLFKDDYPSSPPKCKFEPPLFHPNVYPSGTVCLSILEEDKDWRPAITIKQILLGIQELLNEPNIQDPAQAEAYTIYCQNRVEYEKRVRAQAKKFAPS
# GalR3 antag: human GalR3 antagonism. O60755. HEK293 GalR3-CNG cAMP membrane potential fluorescence; galR3 body fused to GalR1 C-terminus. inhibition, % at 3 µM. 360,000 tested, 0.44% active;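 active = inhibition above the screen-wide average plus 3 SD, cut at about 13% in these data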;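 also: forskolin and galanin both at EC90 stimulate the cells; cAMP rise reported by CNG channel membrane potential dye signal; 0% = forskolin plus galanin with DMSO and 100% = forskolin alone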
# Target sequence (O60755 1-299 limits assumed): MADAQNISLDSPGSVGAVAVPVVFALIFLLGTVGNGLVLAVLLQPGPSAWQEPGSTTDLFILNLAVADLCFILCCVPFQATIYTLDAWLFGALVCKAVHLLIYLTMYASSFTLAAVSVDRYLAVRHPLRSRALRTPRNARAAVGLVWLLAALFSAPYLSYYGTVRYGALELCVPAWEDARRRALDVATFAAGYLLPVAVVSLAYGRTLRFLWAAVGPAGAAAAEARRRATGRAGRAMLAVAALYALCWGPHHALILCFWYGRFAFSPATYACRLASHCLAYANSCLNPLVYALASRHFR
# HCV NS3 hel inh: blocks Hepatitis C virus NS3 helicase unwinding; NS3 helicase DNA unwinding, Cy5 molecular beacon fluorescence; inhibition, % at 10.9 µM; 290,000 tested, 0.56% active;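 active = inhibition above the mean of all tested compounds plus 3 SD, set per campaign, cut at about 35% in these data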;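 also: 0% = DMSO wells and 100% = thioflavine S control wells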
#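 Assay system: hepatitis C virus NS3 helicase domain fragment enzyme. Also added: annealed dual-labelled DNA beacon duplex, ATP-started. Timing: 1 h reaction at 25 °C, ATP-initiated. Technique: Cy5 fluorescence at 0 and 60 min, beacon hairpin quenching. Evaluation: % inhibition of unwinding. Replication: one well per compound.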
# CRFBP-R2 agonist: CRF-BP/CRF-R2 complex agonism; AID 588473; HEK293 CRF-R2/CRF-BP, calcium dye fluorescence (FLIPR); percent of saturating CRF peptide response; 350,000 tested, 0.46% active; activation, % at 13.2 µM;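 active = activation of at least 50%, plus an integration ratio under a set limit after plate pattern correction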;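 also: plate controls were neutral control wells without compound for no effect and CRF at EC100 for full effect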
# MEKK2mut PB1 HTS: signal of MEK5 binding to mutant human MEKK2 PB1 domain | AID 1530 | 290,000 tested, 0.35% active | bead flow cytometry, Alexa488-MEK5 binding to MEKK2 mutant | percent response, % at 10 µM; in the data active = percent response above about 24%, passing the limit was not always enough; also: inactives centre near 1; some results filed as inactive read as strong as hits; reference of the scale not given here
# * marks the source's active call; other numbers are inactive results; / = not tested or not shown.
SMILES,MEKK2wt PB1 HTS,CRFR2-BP antag,MEKK3 PB1 HTS,DNA FID counter,UBC9 SUMO inh,GalR3 antag,HCV NS3 hel inh,CRFBP-R2 agonist,MEKK2mut PB1 HTS
COc1cccc(CN(C)CC(=O)NNC(=O)c2ccc(Cl)cc2)c1,94,-28,94,1,-13,-3,1,-0.6,6
CN(CC(=O)N1CCN(c2ccccc2)CC1)C1CCCc2ccccc21 (centres undefined),100,-11,102,-6,-5,-10,-5,0.4,4
Cc1ccc(NC(=O)c2ccco2)c(NC(=O)c2ccc(Cl)cc2)c1,97,-3,100,-21,-4,-6,3,0.0,0
CCc1nn(-c2cc(Cl)ccc2OC)c2c1C(=O)CCC2,105,15,102,-11,12,-5,-2,-0.8,4
O=C(c1ccc2ccccc2c1)N1CCN(c2ccc([N+](=O)[O-])c(N3CCOCC3)c2)CC1,109,14,111,0,16,-4,-3,0.1,5
CC1CCCC(C)N1c1nnc(NC(=O)c2cc(-c3ccc(Br)cc3)on2)s1 (centres undefined),/,7,/,-5,29,/,8,3.3,/
CC[C@H](C)[C@@H]1NC(=O)c2cc([N+](=O)[O-])cc(F)c2OCC[C@@H](C(N)=O)NC(=O)[C@H](CCCCN)NC1=O,101,-9,101,-8,6,2,0,2.1,4
CCc1csc(CCNC(=O)C2CCC(=O)N(Cc3ccccc3F)C2)n1 (centres undefined),107,-1,103,-29,6,2,2,1.9,9
COC(=O)C1=C(C(=O)c2ccccc2)C(c2cccs2)n2nnnc2N1 (centres undefined),103,12,106,-10,10,-3,25,-0.2,7
CC(=O)Oc1ccc2nc(-c3ccco3)oc(=O)c2c1,101,14,105,0,5,-10,11,1.5,1
Cc1ccnc(NC(=O)c2ccc3c(c2)C(=O)N(CCC(C)C)C3=O)c1,109,-13,104,-18,17,-6,12,1.0,5
COc1ccc(C(=O)CSc2nnc(-c3ccc(S(=O)(=O)N4CCOCC4)cc3)o2)cc1,99,2,101,1,-41,-2,3,1.4,-1
O=C(COc1ncnc2ccccc12)NCCCN1CCCC1=O,99,4,104,-1,6,-3,4,-0.8,0
COc1nc(OC)nc(N2CCC(C(=O)NC3CCCCCC3)CC2)n1,96,7,99,-4,-5,-5,-5,0.3,-6
O=C(O)CCCC(=O)Nc1ccc(-n2ccc(C(F)(F)F)n2)cc1,96,0,89,-3,28,-1,2,-0.2,-21
COC(=O)c1sc(SC)c(S(=O)(=O)C(C)C)c1N,86,14,84,-8,24,4,-6,3.8,-18
O=S1(=O)[C@H]2C[C@@H]3C=C[C@@]2(CN1Cc1ccc(F)cc1)O3,107,4,102,-7,-14,1,9,0.3,-1
Nc1nnc(SCC(=O)Nc2ccc(F)c(Cl)c2)n1-c1ccccc1,103,-13,105,-1,10,-6,1,1.0,3
Cc1oc2nc(SCC(=O)Nc3ccc(S(N)(=O)=O)cc3)nc(NC(=O)c3ccccc3)c2c1C,96,-2,103,-14,20,-3,-2,-1.5,2
CC(=O)c1cccc(Nc2cc(C)nc3c(C)cc(C)cc23)c1,113,-1,102,5,0,-2,-1,-1.2,0
CCOCCCNC(=O)C(NC(=O)Cc1cccs1)c1ccc(C)cc1 (centres undefined),98,1,93,-13,1,0,0,1.6,-2
CCOc1ccccc1-c1nnc(SCC(=O)NC2CC2)n1CC,102,-1,97,-6,-2,0,8,3.5,5
CC(=O)C1=C(O)C(=O)N(c2ccc(C)cc2)C1c1ccc([N+](=O)[O-])cc1 (centres undefined),95,15,95,-20,12,4,-6,-0.6,-4
COCCNC(=S)N/N=C(\C)c1ccc(Cl)s1,95,11,92,-13,14,4,0,4.9,-16
CCc1ccc(CN(C)C(=O)C2CCC(=O)N(Cc3cccc(OC)c3)C2)nc1 (centres undefined),102,1,103,-35,10,-5,-2,0.1,3
C/C(=N\NC(=S)NCC(C)(C)C)c1cc(F)cc(F)c1O,97,4,98,-12,10,6,1,26,-1
O=[N+]([O-])c1ccc(CN2C=NS(=O)(=O)c3ccccc32)cc1,110,7,112,3,9,-1,1,-0.8,0
CCc1ccc(/C=C/C(=O)c2c(C)cc(C)[nH]c2=O)cc1,104,-3,102,-14,-13,7,-8,0.6,3
Cc1nn(-c2ccccc2)c(N2CCCCC2)c1/C=N/NC(=O)c1ccncc1,100,1,97,-35,21,-7,-16,-1.2,-5
CC1(C)CC(NCCN2CCN(C3=CC(=C(C#N)C#N)CC(C)(C)C3)CC2)=CC(=C(C#N)C#N)C1,97,-5,95,-4,-10,-3,5,-0.8,-6
Cc1ccc(C(=O)Nc2nn(C)c3cccc(F)c23)cc1,109,-14,106,3,-10,3,20,0.2,6
COc1ccc(-n2c(=O)c3c4c(sc3n3c(=S)[nH]nc23)CCCC4)cc1,98,20,100,-8,16,0,4,-0.7,0
COc1ccc(N2CCN(S(=O)(=O)c3cn(C)cn3)CC2)cc1,99,-7,98,-4,16,-3,-1,-0.4,1
Cc1cccc(C)c1OCCNC(=O)OCc1ccccc1,96,10,97,-21,-14,-4,19,-2.1,-2
CSCCC(NC(=O)c1ccccc1)C(=O)NCc1ccc(S(N)(=O)=O)cc1 (centres undefined),106,10,105,-9,7,-1,7,2.0,2
FC(F)(F)c1cccc(N2Cc3ccccc3C2)c1,104,2,110,0,12,-3,-4,-0.9,13
CN1CCN(CCCNC(=O)c2ccc(/C=C3\Oc4ccccc4N(Cc4ccccc4F)C3=O)cc2)CC1,159*,-15,104,33,34,1,-25,-0.4,29*
O=C(O)CCc1ccc(-c2ccccc2)n1-c1cccc(O)c1,97,6,96,-17,8,-5,15,-0.5,-2
Cn1cc(S(=O)(=O)NCC2CCCO2)c(=O)n(C)c1=O (centres undefined),100,9,93,8,-28,-5,-2,-0.6,-17
S=C(NCC1CCCO1)N1CCN(c2nc(-c3ccc(Cl)cc3)cs2)CC1 (centres undefined),95,1,91,-6,-10,2,3,2.0,-10
CCC(O)CC(C(=O)NNc1ccccc1)C(=O)NNc1ccccc1 (centres undefined),101,22,102,1,5,-5,1,0.2,1
CC(C)(C)NC(=O)CCc1nnc(Cc2c[nH]c3ccccc23)o1,98,-3,102,-4,-18,-4,3,0.9,-1
CCC(Oc1ccccc1)C(=O)Nc1ccccc1C(=O)N1CCOCC1 (centres undefined),100,21,102,-9,-7,3,7,-1.4,-2
Cc1cc([N+](=O)[O-])ccc1NC(=O)c1ccco1,94,10,103,-11,22,-5,-2,0.9,-11
COc1ccccc1CNC(=O)c1nnc(Cc2ccc(Cl)cc2)o1,100,3,103,-15,-8,0,-19,-0.6,-4

# Some of the entries above in another layout.
Molecule	MEKK2wt PB1 HTS	CRFR2-BP antag	MEKK3 PB1 HTS	DNA FID counter	UBC9 SUMO inh	GalR3 antag	HCV NS3 hel inh	CRFBP-R2 agonist	MEKK2mut PB1 HTS
COc1ccc(-n2c(=O)c3c4c(sc3n3c(=S)[nH]nc23)CCCC4)cc1	98	20	100	-8	16	0	4	-0.7	0
COc1ccc(N2CCN(S(=O)(=O)c3cn(C)cn3)CC2)cc1	99	-7	98	-4	16	-3	-1	-0.4	1
Cc1cccc(C)c1OCCNC(=O)OCc1ccccc1	96	10	97	-21	-14	-4	19	-2.1	-2
CSCCC(NC(=O)c1ccccc1)C(=O)NCc1ccc(S(N)(=O)=O)cc1 (centres undefined)	106	10	105	-9	7	-1	7	2.0	2
FC(F)(F)c1cccc(N2Cc3ccccc3C2)c1	104	2	110	0	12	-3	-4	-0.9	13

# Continued:
SMILES,MEKK2wt PB1 HTS,CRFR2-BP antag,MEKK3 PB1 HTS,DNA FID counter,UBC9 SUMO inh,GalR3 antag,HCV NS3 hel inh,CRFBP-R2 agonist,MEKK2mut PB1 HTS
O=C1CC(N2CCC(c3nc4ccccc4[nH]3)CC2)C(=O)N1Cc1ccccc1 (centres undefined),103,6,107,-9,12,-5,2,-4.2,1
CCn1cnc2c1c(=O)n(CC(=O)NCC(C)C)c(=O)n2Cc1ccccc1,102,-1,100,-12,7,-5,8,-1.7,4
Oc1ccc(/C=C/c2ccnc3ccccc23)cc1,70,-57,83,16,10,-5,6,-1.1,-39
COc1cc(-c2nc3ccccn3c2/N=C/c2cc(OC)c(O)cc2Cl)ccc1O,106,1,105,4,31,-3,-2,0.1,9
Cc1nn(CCC(=O)NCCc2ccccc2Cl)c(=O)c2nn(-c3ccccc3)c(C)c12,99,5,100,-49,12,-1,2,-1.2,1
O=C(COC(=O)c1cccc([N+](=O)[O-])c1)NCc1cccs1,95,29,102,1,9,1,-9,-0.3,-4
Cc1cccc(C2(c3cccc(C)c3)CC2C(=O)NCC2CCCO2)c1 (centres undefined),96,5,102,-28,2,-2,6,0.1,0
COCCCn1cnnc1SCC(=O)Nc1ccc(S(=O)(=O)N2CCCC2)cc1,108,-47,111,-7,10,3,-2,7.0,18
O=C(Nc1ccccc1OC(F)F)c1ccc(Br)o1,110,19,104,5,9,3,9,-2.8,9
COc1ccc(C(=O)NNC(=O)Cn2nnc(-c3ccc(OC)c(OC)c3)n2)cc1,91,-7,98,-6,19,-2,4,-0.9,-6
CS(=O)(=O)N(CC(=O)NCc1ccco1)c1ccc(Cl)c(C(F)(F)F)c1,108,-17,104,-9,21,-3,2,31,5
O=C1NN(c2ccccc2)C(=O)/C1=C/c1ccc(-c2ccc(C(=O)O)cc2)o1,103,13,100,-15,-5,-11,0,0.2,3
O=C(COC(=O)Cn1cnc2ccccc21)Nc1cccc([N+](=O)[O-])c1,101,9,104,4,2,-1,19,-1.3,1
CC(C)CN1C(=O)c2ccccc2C1(O)Cc1ccccc1 (centres undefined),101,-3,89,-8,11,-1,5,1.2,2
CCC(=O)C1CCCN(C(=O)CCc2nnc(-c3ccc4c(c3)OCO4)o2)C1 (centres undefined),101,7,101,-24,17,0,-1,1.9,3
CCCC(=O)Nc1c(-c2cccc(C)c2)c(=O)c2ccccc2n1C,108,2,104,-9,6,-9,10,-1.1,5
CCOc1ccc(N2CC(C(=O)NCCc3ccc(F)cc3)CC2=O)cc1 (centres undefined),94,21,96,-26,-4,-6,0,-0.5,-12
COc1ccc(-n2nc(C(=O)NCC(=O)NC(C)C)c3ccccc3c2=O)cc1OC,110,7,103,-13,-13,-9,3,0.8,0
COc1ccc(-c2cc(C(F)(F)F)c(C#N)c(SCC(=O)Nc3nc(C)co3)n2)cc1,98,-22,99,-1,19,/,5,30,3
COc1ccc2cc(C(c3nnnn3C3CCCC3)N3CCCCCC3)c3nnnn3c2c1 (centres undefined),100,-8,108,0,14,-6,-4,1.3,5
Cc1nc2ccccn2c1-c1csc(Nc2cccc(O)c2)n1,101,-1,101,1,10,-4,9,0.0,5
O=C(Nc1ccc2c(c1)C(=O)NC2=O)c1ccc(S(=O)(=O)N2CCCC2)cc1,102,2,104,-3,19,0,-2,-3.0,6
CS(=O)(=O)N(CC(=O)N1CCCC1)Cc1ccccc1,98,2,96,-6,14,-2,5,-0.6,0
Cc1cc(C)nc(NC(=O)c2cc([N+](=O)[O-])cc([N+](=O)[O-])c2)n1,109,7,106,2,-4,-3,7,-1.2,32
CC(=O)Nc1c(-c2ccccc2)nc2ncccn12,108,12,104,0,37,1,-9,2.8,1
O=C(CNC(=O)c1ccc(Cl)cc1)OCC(=O)c1ccc2c(c1)OCCO2,100,-3,103,-13,-12,-2,-6,-0.5,1

# From PubChem

# Not all compounds are listed; count on the stated rates, not on these rows.
